Bioassay records: PubChem, Sanford-Burnham Center for Chemical Genomics
APOBEC3A inh = inhibitors of human APOBEC3A DNA deaminase. 0.41% of 330,000 active. inhibition, % at 20 µM. recombinant A3A, FAM/TAMRA ssDNA deamination fluorescence. P31941. AID 493011;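 active means at least 40% inhibition at 20 µM here, with at most 30% in a related deaminase screen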;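 further: plate controls were A3A with DMSO for no effect and wells lacking A3A enzyme for full effect; some results filed as inactive read as strong as hits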
SENP1 inh = blocks the human SENP1 SUMO protease catalytic domain; Q9P0U3; recombinant SENP1 catalytic domain, CyPet-SUMO1-YPet FRET cleavage; inhibition, % at 10 µM; 0.21% of 360,000 active; AID 624204;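 active means inhibition at least 30% at 10 µM, raw YFP signal under a set limit, fluorescence ratio 0.5 to 1.5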;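 further: 0% = enzyme with DMSO and 100% = no enzyme wells; some results filed as inactive read as strong as hits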
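Test system: human SENP1 catalytic domain; medium: Tris pH 8 buffer plus EDTA, NaCl, BME, BSA, NP40, catalase; incubation: 50 min reaction at room temperature; technique: FRET, CFP and YFP emission; controls: no-enzyme low control and enzyme-plus-DMSO high control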
mIAP block = mouse IAP inhibition; purified mouse IAP, CDP-Star luminescence, 30 min; inhibition, % at 10 µM; 0.2% of 330,000 active; AID 2806;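 active means inhibition of at least 40% at 10 µM in the primary screen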;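 further: plate controls were DMSO with enzyme for no effect and no enzyme wells for full effect; values of inactives mirror those of a sister screen read the other way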
MIN6 prolif = induces beta-cell replication in MIN6 cells. MIN6 cells proliferation, ATPlite luminescence, 48 h; cells starved in 0.2% serum; 100% = growth in 10% serum. proliferation, % at 10 µM. 0.29% of 330,000 active. AID 2380;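 active means compounds whose signal lies at least 3.5 SD above the mean of all wells on their plate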;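 further: 0% = DMSO-treated cells in low-serum medium and 100% = 10% serum control; some compounds called inactive have numbers as strong as hits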
mIAP act = increases mouse intestinal alkaline phosphatase activity | muIAP, CDP-Star luminescence, 30 min; active compounds read high; 1 = vehicle-only enzyme signal, 0 = enzyme-free wells | 0.24% of 330,000 active | activation factor at 10 µM | AID 2805;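 active means activation factor of at least 2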; further: the source names both 10 and 20 µM as test concentration; values of inactives mirror those of a sister screen read the other way
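Assay system: mouse IAP enzyme; Reagent: CDP-Star chemiluminescent phosphatase substrate; Compound: DMSO-dissolved test compounds; Incubation: 30 min, room temperature; Technique: luminescence from enzymatic CDP-Star hydrolysis; Controls: DMSO-only wells and no-enzyme negative control.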
NLRP3 yeast inh = inhibitors of NALP3 inflammasome in yeast | Yeast reconstituted NLRP3/ASC/caspase-1, beta-gal luminescence, 24 h | inhibition, % at 10 µM | 0.39% of 330,000 active | AID 2825;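 active means inhibition of 50% or more; inactive means inhibition below 50%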;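 further: plate controls were induced DMSO wells for no effect and uninduced yeast grown without galactose for full effect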
APOBEC3G inh = inhibitors of human APOBEC3G DNA deaminase; Q9HC16; recombinant A3G, ssDNA deamination FAM/TAMRA fluorescence; inhibition, % at 20 µM; 0.28% of 330,000 active;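 active means inhibition of at least 40% at 20 µM, with no more than 30% in the related APOBEC3A deaminase screen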;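 further: plate controls were DMSO wells with A3G for no effect and wells lacking A3G enzyme for full effect; some compounds called inactive have numbers as strong as hits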
hIAP act = human IAP activation; purified human IAP, CDP-Star luminescence, 30 min; active compounds read high; 1 = vehicle-only enzyme, 0 = enzyme-free background; activation factor at 10 µM; AID 2524; 0.16% of 330,000 active; P09923;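 active means activation factor of the enzyme at least 2-fold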; further: the source names both 10 and 20 µM as test concentration; values of inactives mirror those of a sister screen read the other way
hIAP inh = blocks human intestinal alkaline phosphatase | purified IAP, CDP-Star luminescence, 30 min | inhibition, % at 10 µM | 0.12% of 330,000 active | AID 2544;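 active means inhibition reaching a set limit with compound at 10 µM in the primary screen, cut at about 35% in these data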;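 further: plate controls were DMSO wells with enzyme for no effect and no-enzyme buffer wells for full effect; values of inactives mirror those of a sister screen read the other way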
Active calls of the source: *; x = not tested or not shown. This is a subset; the hit share may differ from the screen's.

mol	APOBEC3A inh	SENP1 inh	mIAP block	MIN6 prolif	mIAP act	NLRP3 yeast inh	APOBEC3G inh	hIAP act	hIAP inh
CCCNC(=O)C(Cc1ccccc1F)NC(=O)c1ccccn1 (stereo not given)	-3	3	-2	2	1	18	-11	0.97	3
CCOC(=O)Cc1cc(OC)c(OC)cc1Cc1cc(OC)c(OC)cc1CC(=O)OCC	-5	5	-8	0	1.1	4	-6	0.81	20
CC(C)(C)N(Cc1ccccc1)C(=O)COC(=O)CCN1C(=O)C2CC=CCC2C1=O (stereo not given)	-2	1	3	3	0.97	14	-5	0.95	5
CC(C)NC(=S)N1CCn2c(nc3ccccc32)C1	-8	0	5	-1	0.95	-2	-10	0.9	10
CC(C)C(=O)Nc1ccc(N2CCN(S(C)(=O)=O)CC2)cc1	-5	3	-15	0	1.1	-2	-4	1.1	-9
O=C(OCCCN=C1NS(=O)(=O)c2ccccc21)c1cccs1	-1	-1	3	-4	0.97	13	-4	0.97	3
Cc1nnc(SC2CC(=O)N(c3ccccc3)C2=O)s1 (stereo not given)	-2	6	3	-4	0.97	16	2	1.1	-6
Cc1cc(NC(=O)CN2CCN(S(=O)(=O)c3ccc(Cl)cc3)CC2)no1	3	2	1	-1	0.99	-5	-1	1.1	-5
CCC(C)NC(=O)c1ccc(CSc2nc3ccncc3n2Cc2ccc(F)cc2)cc1 (stereo not given)	-6	0	3	3	0.97	-7	-5	0.92	8
Cc1cc(NS(=O)(=O)c2ccc(C(C)C)cc2)no1	-4	3	6	-1	0.94	-4	-9	0.85	15
Cc1ccc(NC(=O)CN(C)C(=O)c2ccc(NS(=O)(=O)c3cccc([N+](=O)[O-])c3)cc2)cc1	3	0	8	-1	0.93	6	1	1	0
COc1ccc(C(=O)NCC(=O)NCC(=O)OCc2ccc(Cl)cc2)cc1	-3	1	-6	-2	1.1	-4	-8	1	-1
Cc1cc(NC(=O)c2ccco2)ccc1NC(=O)Cc1cccs1	-4	2	0	2	1	4	-8	0.93	7
CCOc1ccccc1NC(=O)Nc1ccc(Br)cn1	-2	-2	7	-1	0.93	3	-5	1	-1
CN1C(=O)N(C)C2C1NC(=O)N2C (stereo not given)	6	0	-2	-3	1	0	-5	1.1	-14
COc1ccccc1N(CC(=O)N1CCN(c2ccc(F)cc2)CC1)S(=O)(=O)c1ccc(C)cc1	-6	1	5	-5	0.95	-1	-3	1.2	-16
C/C(=N\NC(=O)Cc1ccc([N+](=O)[O-])cc1)c1cccnc1	-1	2	-4	0	1	-4	-6	1.1	-6
Cc1ccc(Cn2nnc3c(=O)[nH]c(C4CCCN(S(=O)(=O)c5ccccc5)C4)nc32)cc1 (stereo not given)	-2	3	10	-3	0.9	7	-7	0.74	26
CC(=O)N1C(=S)NC(=O)/C1=C1/C(=O)N(CC(=O)Nc2cccc(C)c2)c2ccccc21	-1	2	-8	-1	1.1	-8	-3	0.95	5
COC(=O)c1nc(N)sc1-c1ccc(Cl)c(Cl)c1	-1	1	3	-1	0.97	13	-5	0.97	3
CC(=O)Oc1ccc(C(=O)Nc2ccccc2C(=O)Nc2ccc(C(=O)O)cc2)cc1	-7	2	-2	-2	1	5	-3	1.3	-26
CC(C)(C)NC(=O)C[C@H]1C[C@H](C(=O)N2CCCCC2)[C@@]2(C)c3[nH]c4cc(-c5ccco5)ccc4c3CCN2C1=O	2	-12	-20	x	1.2	x	2	x	x
Cc1ccc(CN2CCN(/N=C/c3cc([N+](=O)[O-])ccc3Cl)CC2)cc1	-2	-1	11	-4	0.89	16	-3	0.93	7
CC(NC(=O)CN(C)CC(=O)Nc1cccc(F)c1)c1ccccc1 (stereo not given)	-3	-2	-10	0	1.1	-10	-9	1.2	-17
O=C1CN(C(=O)/C=C/c2ccco2)c2ccccc2N1	13	-4	3	0	0.97	13	2	0.89	11
CCc1nnc(NC(=O)CSc2nc(C)nc3c2c(=O)n(C)c(=O)n3C)s1	2	-2	2	-1	0.98	11	-5	0.96	4
COc1ccc(/C=C(\NC(=O)c2ccc(C)cc2)C(=O)NCCN2CCOCC2)cc1	-2	1	8	0	0.92	12	-5	1.1	-9
COC(=O)c1[nH]c2c(c1C)C(=O)CC(c1ccc(OC)cc1)C2 (stereo not given)	-3	-1	-4	-4	1	17	-4	1	-2
COc1cc(NC(=S)NC(=O)c2cc(C)cc(C)c2)ccc1NC(=O)c1cccs1	-20	0	16	-5	0.84	27	-2	0.92	8
CC1=C([N+](=O)[O-])C(c2ccc(Cl)cc2)NC(=O)N1 (stereo not given)	2	-1	0	-3	1	13	2	0.9	10

Four structures already listed, sorted by heavy-atom count, lowest first:
mol	APOBEC3A inh	SENP1 inh	mIAP block	MIN6 prolif	mIAP act	NLRP3 yeast inh	APOBEC3G inh	hIAP act	hIAP inh
COC(=O)c1nc(N)sc1-c1ccc(Cl)c(Cl)c1	-1	1	3	-1	0.97	13	-5	0.97	3
CC(C)C(=O)Nc1ccc(N2CCN(S(C)(=O)=O)CC2)cc1	-5	3	-15	0	1.1	-2	-4	1.1	-9
CCc1nnc(NC(=O)CSc2nc(C)nc3c2c(=O)n(C)c(=O)n3C)s1	2	-2	2	-1	0.98	11	-5	0.96	4
COc1cc(NC(=S)NC(=O)c2cc(C)cc(C)c2)ccc1NC(=O)c1cccs1	-20	0	16	-5	0.84	27	-2	0.92	8

(list continues)
mol	APOBEC3A inh	SENP1 inh	mIAP block	MIN6 prolif	mIAP act	NLRP3 yeast inh	APOBEC3G inh	hIAP act	hIAP inh
CC(CN1CCCCC1)OC(=O)Cc1ccc(Cl)cc1 (stereo not given)	-5	0	-10	0	1.1	-1	-4	0.92	8
Cc1csc(=NC(=O)c2ccccc2)n1CCO	4	1	-3	-1	1	-1	4	0.95	5
COc1ccc(NS(=O)(=O)c2ccc3c(c2)N(C(C)=O)CCO3)c(OC)c1	-3	4	4	3	0.96	11	-7	0.93	7
CCc1nnc(NC(=O)c2cc(S(=O)(=O)N(C)c3ccc(OC)cc3)ccc2Cl)s1	-3	-1	5	-6	0.95	4	-6	0.88	12
CC1CCCC(NC(=O)COC(=O)CCSc2ccccc2)C1C (stereo not given)	1	3	-7	1	1.1	-6	-6	1.1	-10
Cc1nn(C)c(Oc2ccc(Cl)cc2)c1C(=O)Nc1ccc(F)cc1F	-3	-1	-3	1	1	11	-7	1.1	-6
CCOc1c2ccc(C(=O)N[C@H](C)C3CCCCC3)cc2nn1CCOC	-3	1	1	-2	0.99	18	-6	1	-1
Cc1noc(C)c1C(=O)Nc1ccc(F)c(F)c1	-7	0	-11	-1	1.1	13	-6	1.2	-24
Cc1ccc(-c2ccc(/C=C3\C(=O)ON=C3c3ccccc3)o2)c([N+](=O)[O-])c1	-1	2	10	-6	0.9	15	-4	0.92	8
CCOc1ccc(N(CC(=O)O)S(=O)(=O)c2ccc(F)cc2)cc1	2	0	0	-1	0.99	3	0	0.7	30
O=C(CCc1nnc(CCCCc2ccccc2)o1)NCCC1CCCCO1 (stereo not given)	2	-1	-4	1	1	16	-3	1.2	-19
O=C(O)Cc1cc(I)c(Oc2ccc(O)c(I)c2)c(I)c1	0	x	5	-8	0.95	6	-5	0.88	12
COCCCNS(=O)(=O)c1ccc(Oc2ncc(C(F)(F)F)cc2Cl)cc1	3	1	6	-2	0.94	20	-3	0.86	14
COc1ccc(CSc2nnnn2C)cc1F	4	-1	-8	-1	1.1	27	8	0.98	2
COc1ccc(SC[C@H](Cc2ccccc2)N2CC[C@@H](NC(=O)OCc3ccccc3)CCC2=O)cc1	-4	1	-12	-6	1.1	12	-12	0.97	3
FC(F)C(F)(F)Oc1cccc(-c2n[nH]c(=S)n2Cc2ccccc2)c1	1	2	1	4	0.99	23	-4	1.3	-30
CCOCC(=O)Nc1ccc(F)c(F)c1	-5	1	-19	-2	1.2	5	9	1.1	-11
COc1ccc(S(=O)(=O)N2CCCCCC2)cc1C(=O)N(C)Cc1c(F)cccc1Cl	2	2	5	-3	0.95	7	-5	0.92	8
O=C(c1cccc(-c2ccccc2F)c1)N1CC[C@@H](N2CCC(O)CC2)[C@H](O)C1	-5	-48	5	2	0.95	11	-8	1	-2
CCCCN1CCC(COC(=O)c2cc(Cl)c(N)c3c2OCCO3)CC1	1	-2	6	-5	0.94	8	-4	0.91	9
Cc1nc2ccc(S(=O)(=O)Nc3cccc(-c4nc5cccnc5s4)c3)cc2s1	-1	4	-7	-7	1.1	3	-2	0.85	15
COc1ccc(/C=N\NS(=O)(=O)c2ccc(C)cc2)cc1COc1ccccc1[N+](=O)[O-]	-4	5	6	-2	0.94	-4	-5	0.97	3
COc1cc(C(=O)Nc2ccc(C)cc2C(NCC(=O)NN)c2ccccc2)cc(OC)c1OC (stereo not given)	16	3	5	-4	0.95	11	-4	1	-2
Cc1ccc(C)c(N2C(=O)CN=C2Nc2ccccc2Cl)c1	-3	-2	-12	0	1.1	0	-5	1	-2
CC(=O)c1ccc(NC(=O)/C(C#N)=C/c2ccncc2)cc1	-4	-31	8	-3	0.92	-4	-7	0.98	2
COc1ccc(S(=O)(=O)Nc2ccccc2C(=O)N2CCOCC2)cc1OC	39	0	6	0	0.94	-1	-6	0.92	8
